Screens as filed in PubChem.
MCF10A rereplic: DNA re-replication induction in MCF 10a cells | MCF 10A DNA re-replication, Hoechst nuclear intensity, 48 h | 2.9% of 350,000 active | AID 624296 | Potency, µM (series often up to 46.1 µM), inactives show at the highest dose activity, positive = re-replication, actives largely listed as activators; also: potency is read from the fitted curve at half-maximal effect; % of control where 0% means no effect; nearly all actives have a fitted effect of over 50% in size
DRD3 agonist: D3 dopamine receptor (human) agonism. P35462. D3R DiscoveRx beta-arrestin cells, luminescence, 90 min. max activation, %. 0.58% of 410,000 active; in the data active = max activation above about 30%; also: 0% is about no effect; mostly tested at two doses, the higher about 12 µM
Target sequence (P35462 whole entry, looked up): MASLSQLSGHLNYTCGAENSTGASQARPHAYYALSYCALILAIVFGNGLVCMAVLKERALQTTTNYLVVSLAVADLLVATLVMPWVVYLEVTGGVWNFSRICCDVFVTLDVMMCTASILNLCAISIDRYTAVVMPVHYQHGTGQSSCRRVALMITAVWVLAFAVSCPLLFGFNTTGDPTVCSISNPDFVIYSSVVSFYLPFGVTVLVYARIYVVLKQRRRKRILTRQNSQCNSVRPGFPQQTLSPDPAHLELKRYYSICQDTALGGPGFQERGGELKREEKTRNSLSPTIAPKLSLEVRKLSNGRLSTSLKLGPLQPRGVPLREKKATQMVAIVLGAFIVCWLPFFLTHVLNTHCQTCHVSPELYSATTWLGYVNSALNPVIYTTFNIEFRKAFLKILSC
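Agonist mode: compounds and dopamine controls were applied to plated cells for 90 min at 37 degrees C after an overnight attachment at 1500 cells/well. Luminescent read-out followed 30 - 60 minutes at room temperature with DiscoveRx detection reagent.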
HEK293 tox: cytotoxic in the GLP-1 receptor inverse agonist counter-screen; HEK293 cAMP-luciferase reporter cells, luminescence, 24 h; Potency, µM (doses to about 38.3 µM), for the others: top-dose activity change, negative = inhibition, hits mostly inhibitors; 0.13% of 410,000 active;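 also: loss of luciferase light is scored as toxicity; potency is read from the fitted curve at half-maximal effect; % is scaled to controls: 0 for no effect and ±100 for the full control effect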
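1536-well qHTS counterscreen of the MLSMR; 200 cells/uL, 12 h pre-incubation, 23 nL cpd, 24 h at 37 deg C 5% CO2, luciferase detection reagent, 12 min RT, luminescence. Inhibition = undesired.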
HT1080 IDH1KD tx: toxicity to HT-1080 IDH1 knockdown cells (counter line); HT-1080 IDH1 knockdown viability, ATP luminescence, 48 h; Potency, µM (top dose mostly 46.1 µM), inactives show at the highest dose activity, negative = toxicity, usual class: cytotoxic; 2% of 360,000 active;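 also: potency is read from the fitted curve at half-maximal effect; 0% = DMSO wells and -100% = cell-free medium wells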
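% activity derives from luminescence (CellTiter-Glo), normalised to DMSO and no-cell wells. HT-1080-IDH1KD cells, 750/well, had 48 h compound exposure at 37 °C.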
KB-3-1 cytotox: kills parental KB-3-1 adenocarcinoma cells; 1.4% of 400,000 active; Potency, µM (titrated, usually from 46.1 µM), for inactives: at the highest dose activity change, negative = cytotoxic, actives largely listed as cytotoxic; KB-3-1 viability, CellTiter-Glo ATP luminescence, 72 h; also: potency is read from the fitted curve at half-maximal effect; % is scaled to controls: 0 for no effect and ±100 for the full control effect; nearly all actives have a fitted effect of over 60% in size
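Parental KB-3-1 viability, qHTS format: 72 h compound exposure, 37 °C; CellTiter-Glo; media-only wells and DMSO plates as controls; concentration-effect fits on corrected data.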
KB-V1 MDR tox: kills drug-selected multidrug resistant KB-V1 cells | KB-V1 MDR cells viability, CellTiter-Glo, 72 h | Potency, µM (series often up to 46.1 µM), for the others: top-dose activity change, negative = cytotoxicity, actives largely listed as cytotoxic | AID 1347076 | 3.4% of 400,000 active; also: potency is read from the fitted curve at half-maximal effect; % is scaled to controls: 0 for no effect and ±100 for the full control effect; nearly all actives have a fitted effect of over 60% in size
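KB-V1 MDR subline cells in DMEM (phenol-red free, 10% FBS) exposed to compounds in qHTS concentration series for 72 h at 37 degrees C. Viability read by CellTiter-Glo luminescence; concentration-effect curves fitted after normalization and correction.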
SW480 rerep: induces DNA re-replication in SW480 colon adenocarcinoma cells; Potency, µM (highest dose often 46.1 µM), for inactives: top-dose re-replication activation, most hits filed as activators; 1.8% of 340,000 active; SW480 DNA re-replication, Hoechst DNA content imaging, 48 h; AID 624297; also: potency is read from the fitted curve at half-maximal effect; % of control where 0% means no effect; nearly all actives have a fitted effect of over 55% in size
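Treated cells incubate 48 hr (37 C, 5% CO2), are stained 40 min with Hoechst, and nuclear fluorescence is enumerated; a rise in nuclei with high DNA signal marks re-replication.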
IL-1B inflam inh: blocks inflammasome-driven IL-1 beta release | 4.7% of 360,000 active | activity change, % at 57.5 µM | THP-1 LPS/ATP IL-1B secretion, AlphaLISA, 16 h; hits give low values | AID 743279; in the data active = activity change below about -50%; inconclusive = mostly about -30% to -49%; also: % is scaled to controls: 0 for no effect and ±100 for the full control effect
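Secreted IL-1B measured by AlphaLISA bead assay after 16 h compound exposure of THP-1 cells; compounds (final up to 57.5 uM) added 1 h before LPS (250 ng/mL) and ATP (1.25 mM) stimulation; lower signal means less secretion.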
HT1080NT lethal: kills 2HG-producing HT-1080-NT fibrosarcoma cells; HT-1080-NT fibrosarcoma viability, CellTiter-Glo ATP luminescence, 48 h; Potency, µM (titrated, usually from 46.1 µM), without a hit: at the top dose activity, negative = less viability, hits mostly cytotoxic; 1.6% of 360,000 active;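 also: NT is the 2HG producing partner of a matched IDH1 knockdown line; potency is read from the fitted curve at half-maximal effect; 0% = DMSO-treated cells and -100% = media-only wells without cells; nearly all actives have a fitted effect of over 55% in size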
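A 48-hour cytotoxicity screen used HT-1080-NT cells plated 2 hours before compound delivery. ATP-based CellTiter-Glo luminescence measured viability, normalized to DMSO and no-cell controls.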
Starred values were filed as active, the others as inactive; u = inconclusive; x = no result given; [ ] = another dose, or the depositor's remark. Unless noted, calls follow the shape of the dose curve; as a rule, active = well fitted curve in the direction sought with a large enough effect; inconclusive = small, poorly fitted or top-dose-only effect, or another doubt; inactive = no such curve, though single readings can be large; an effect the other way counts as inactive or inconclusive. An unsorted share of the library, and some 11% of all compounds hit somewhere here.

Every second line gives: MCF10A rereplic, DRD3 agonist, HEK293 tox, HT1080 IDH1KD tx, KB-3-1 cytotox, KB-V1 MDR tox, SW480 rerep, IL-1B inflam inh, HT1080NT lethal
COc1cccc(CN2C(=O)C3(SCC(=O)N3c3ccc(C(C)C)cc3)c3ccccc32)c1 (stereo not drawn)
→ x, -13, 8%, x, u, 18µM*, x, x, x
O=C(Nc1cccc(Cl)c1)c1cccnn1
→ -8%, 8, 3%, 15%, 0%, -8%, -6%, -7, 0%
O=C(NC1CCN(C(=S)Nc2ccc(Cl)cc2)CC1)C1CCCCC1
→ -1%, -3, 7%, 15%, -2%, 2%, 0%, 6, 15%
CCOc1ncccc1C(=O)Nc1ccc(S(=O)(=O)N2CCCC2)cc1
→ 1%, 10, -8%, 8%, 8%, u, u, -3, 9%
CCn1nc(C)cc1C(=O)N1CCCC(Nc2ccc(C(C)C)cc2)C1 (stereo not drawn)
→ u, 1, 11%, -3%, x, x, -3%, -1, 0%
CCOCCCNC(=O)CN1C(=O)CSc2ccccc21
→ 8%, 3, 3%, 0%, 3%, 4%, 1%, -7, -4%
Fc1ccc(NC(=S)NN=Cc2ccccc2Cl)cc1
→ 11%, -13, u, -18%, -14%, 2%, u, -1, -22%
CC(CNC(=O)c1nnc(Cc2ccc(F)cc2)o1)c1ccccc1 (stereo not drawn)
→ x, -12, 0%, x, 3%, 2%, x, x, x
Cc1cc(C)cc(NC(=O)c2ccc(CNc3c(N4CCCC4)c(=O)c3=O)cc2)c1
→ -2%, -7, 1%, 0%, -17%, 15%, -3%, u, -4%
O=C(Nc1cccnc1Cl)C1c2ccccc2Oc2ccccc21
→ 21%, -10, 5%, -19%, -1%, 0%, -1%, 14, -8%
COc1cc(OC)cc(C(=O)OCC(=O)Nc2ccc(F)cc2F)c1
→ 8%, 2, 5%, -2%, -2%, 0%, 3%, -20, -1%
CC(C)CN(CC(C)C)C(=S)NC1CCCCC1
→ u, 1, 10µM*, -16%, 0%, -21%, 1%, -8, 1%
COc1ccccc1NC(=O)C(C)OC(=O)C1CC(=O)N(Cc2ccco2)C1 (stereo not drawn)
→ x, -1, 6%, -1%, 5%, u, x, -14, -8%
S=c1[nH]nc(-c2ccc3ccccc3n2)n1-c1ccccc1
→ 23%, -4, -3%, -5%, -10%, 23µM*, -6%, 0, -3%
CC(C(=O)Nc1nc2ccccc2s1)n1cc([N+](=O)[O-])cn1 (stereo not drawn)
→ -5%, 1, -2%, 7%, 24%, -26%, 2%, -17, 6%
Cc1onc(-c2ccccc2Cl)c1C(=O)O/N=C(\N)c1ccccc1
→ u, 4, u, u, 0%, u, u, -75*, u
CCC(c1nnnn1C1CCCC1)N1CCC(C(N)=O)CC1 (stereo not drawn)
→ -2%, -6, -3%, -6%, -4%, -2%, -2%, -5, 16%
S=c1[nH]nc(-c2cc(-c3ccccc3)n[nH]2)n1/N=C/c1ccccc1
→ u, -5, -10%, 1%, 15%, 3%, u, 0, 17%
C[C@@H]1CN([C@@H](C)CO)C(=O)c2cc(Br)cnc2O[C@H]1CN(C)C(=O)c1ccccc1F
→ x, 2, 0%, 7%, -21%, -1%, x, -17, 10%
CCN(CC)Cc1c(C(=O)N/N=C(\C)c2ccncc2)nnn1-c1nonc1N
→ 5%, 7, 0%, 15%, 22%, u, 9%, 37, 20%
CCOC(=O)CNS(=O)(=O)c1ccc(C)cc1
→ -3%, 5, -20%, 13%, 6%, u, -5%, 0, 11%
Cc1c(/C=C2\SC(=Nc3cccc(C(=O)O)c3)NC2=O)c2ccccc2n1C
→ 1%, -3, 10%, 4%, -5%, 15%, 15%, 38, 4%
COc1ccc(C)cc1NC(=O)NNC(=O)C1CCC(C(C)(C)C)CC1 (stereo not drawn)
→ u, 0, 5%, -14%, -25%, -5%, -738%[1.84 µM], -21, 8%
Cc1ccc2nc(NC(=O)CSCC(=O)OCC(=O)c3ccc(Br)cc3)sc2c1
→ 26%, 2, 8%, 2%, 7%, 11%, 5%, -1, -1%
COc1ccc(CN2C(=O)C(CC(=O)NCCc3ccccn3)CC(C(=O)N(C(C)C)C(C)C)=C2C)cc1 (stereo not drawn)
→ x, -6, 5%, 6%, 11%, -11%, x, 12, 9%
CCC1Cc2[nH]c(=S)[nH]c(=O)c2C(c2ccc(F)cc2)O1 (stereo not drawn)
→ x, 5, -4%, 16%, 0%, 13%, x, 13, -1%
CCOc1ccc(NC(=O)Cn2cc(C(=O)c3ccc(F)cc3)c(=O)c3cc4c(cc32)OCCO4)cc1
→ x, -10, 1%, x, 8%, 0%, x, x, x
CC(=O)Nc1c(-c2ccc(C)cc2)nc2ccc(Cl)cn12
→ x, 8, 2%, 11%, -12%, -4%, x, 14, 1%
COc1ccc([N+](=O)[O-])cc1NS(=O)(=O)c1cc(C(=O)O)ccc1OC
→ 11%, -1, 2%, 8%, 5%, -5%, -14%, 4, 0%
COc1cccc(-c2n[nH]c(=S)n2Cc2ccco2)c1
→ u, -3, 4%, -8%, -2%, -8%, u, 22, 0%

Laid out differently: two of the compounds above
molecule	MCF10A rereplic	DRD3 agonist	HEK293 tox	HT1080 IDH1KD tx	KB-3-1 cytotox	KB-V1 MDR tox	SW480 rerep	IL-1B inflam inh	HT1080NT lethal
Cc1onc(-c2ccccc2Cl)c1C(=O)O/N=C(\N)c1ccccc1	u	4	u	u	0%	u	u	-75*	u
CCC(c1nnnn1C1CCCC1)N1CCC(C(N)=O)CC1 (stereo not drawn)	-2%	-6	-3%	-6%	-4%	-2%	-2%	-5	16%

More entries
Every second line gives: MCF10A rereplic, DRD3 agonist, HEK293 tox, HT1080 IDH1KD tx, KB-3-1 cytotox, KB-V1 MDR tox, SW480 rerep, IL-1B inflam inh, HT1080NT lethal
Cc1ccc(S(=O)(=O)N2CN(Cc3ccco3)c3nc4ccccc4nc32)cc1C
→ 21%, 2, 39%[activator], -13%, -15%, u, 0%[9.22 µM], -10, -11%
COc1ccc(OCC(=O)N/N=C(/C)Cc2ccccc2)cc1
→ 1%, 1, 5%, 8%, 15%, 3%, -5%, -9, 15%
O=C(NCc1ccccn1)c1cc(S(=O)(=O)N2CCN(c3ccccc3)CC2)ccc1Cl
→ 2%, 1, -15%, 1%, -14%, u, 3%, 18, 3%
Cc1cccc(Oc2coc3cc(O)ccc3c2=O)c1
→ -8%, -5, 16%, -3%, -21%, -5%, -1%, -24, 1%
CCc1sc(C(=O)Nc2cccc(-n3cnnn3)c2)cc1C
→ 7%, -8, 8%, -2%, -7%, u, -29%, u, -1%[9.24 µM]
COc1cc(/C=N/NC(=O)c2cccnc2)cc2c1OCO2
→ -32%, -3, 16%, 19%, 7%, 3%, 3%, -9, 20%
CC(=O)c1cccc(NC(=O)c2cc(C)nc3c2c(C)nn3-c2cccc(Cl)c2C)c1
→ x, 2, 2%, x, 1%, 0%, x, x, x
O=C(CN1CCN(c2ccccc2)CC1)Nc1scc2c1c(=O)oc1ccccc12
→ -6%, 7, -10%, 12%, 0%, -12%, 1%, 49, 4%
Cc1nn(CCOc2cccc(Cl)c2)c(C)c1[N+](=O)[O-]
→ 4%, -15, 29%, 0%, 9%, -1%, -5%, u, -4%
O=C(NCc1ccco1)c1nnc(Cc2ccc(F)cc2)o1
→ 10%, -5, 3%, 12%, 6%, -1%, -18%, -13, 1%
COC(=O)c1ccc(CC(=O)c2ccc(O)cc2O)o1
→ 2%, 10, -6%, 8%, 7%, u, -7%, 25, 13%
C[C@H](CO)N1C[C@H](C)[C@H](CN(C)C(=O)Nc2ccc(C(F)(F)F)cc2)Oc2c(NC(=O)c3ccncc3)cccc2C1=O
→ 2%, 3, 0%, -3%, -8%, -23%, -38%[inhibitor][9.22 µM], u, 0%
O=C(CCNC(=O)Cn1ccc2ccccc2c1=O)NCCCN1CCOCC1
→ -4%, 3, -21%, 20%, 1%, 23%, u, 18, 2%
CCCCc1ccc(Nc2nc(CCC)cc(=O)[nH]2)cc1
→ 5.8µM*, 4, u, u, u, u, u, -105*, 21µM*
COc1c(-c2ccccc2)oc2c(ccc3occc32)c1=O
→ 8%, 5, -7%, -8%, 13%, 0%, 7%, 0, -4%
N=c1c2c3c(sc2ncn1CCN1CCOCC1)CCCC3
→ 0%, -7, 2%, -7%, 20%, u, 7%, 4, -5%
C/C(=N\NC(=O)Cc1ccc(F)cc1)c1ccc(O)cc1
→ 0%, 0, 0%, -4%, -10%, -7%, 3%, 22, 9%
O=C(Nc1ccc(Nc2ccncc2)cc1)c1ccc(Nc2ccnc3ccc([N+](=O)[O-])cc23)cc1
→ -5%, 3, 4%, 0%, -9%, 18%, -4%, 2, 3%
CC(=O)Nc1ccc(/C=C(\C#N)C(=O)NCc2ccccc2)cc1
→ 1%, -2, 13%, -2%, 1%, -1%, 1%, -68*, 4%
COc1ccccc1C(=O)C1CCCN(Cc2cccc(OCCO)c2)C1 (stereo not drawn)
→ 7%, -15, 1%, 12%, 7%, -2%, u, 22, 13%
COc1cc(CNC(=O)c2cc3ccccc3oc2=O)cc(OC)c1OC
→ 15%, 19, u, 4%, 20%, 5%, -42%[inhibitor], 48, 14%
CN(C)C(=O)c1cn(-c2ccccc2)nc1-c1cc2ccccc2oc1=O
→ 7%, 6, -5%, 5%, 14%, u, -13%, 40, 1%
NC(=O)C1CCCN(CC(O)COCc2ccc(Cl)cc2)C1 (stereo not drawn)
→ -3%, -15, -10%, 1%, 0%, -4%, -35%, 20, -1%
CCN(CC)C(=O)c1cccc(NC(=O)c2ccccc2OCc2c(C)noc2C)c1
→ -2%, 0, -5%, -2%, -7%, -6%, -5%, -5, -1%
CCN(Cc1ccc2c(c1)OCO2)C(=O)CSc1nc(C)nc2sc(C)c(C)c12
→ u, 40*, -7%, 0%, -7%, u, -4%, -17, 3%
